Gli-Sufu block – blocks Gli-Sufu signaling in a luciferase reporter; Sufu-KO-LIGHT fibroblasts, Gli luciferase reporter luminescence; inhibition, % at 5 µM; hit rate 0.74% among 340,000; AID 588413;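 active = inhibition above about 55%, limit read from the data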;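 also: 0% = DMSO-treated cells and 100% = wells with medium but no cells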
UBC13 inh – inhibitors of human UBC13 polyubiquitin chain formation; P61088; TR-FRET; inhibition, % at 20 µM; hit rate 0.47% among 330,000; AID 485273; in the data active = inhibition above about 45%, passing the limit was not always enough
Target sequence (P61088 whole entry, looked up): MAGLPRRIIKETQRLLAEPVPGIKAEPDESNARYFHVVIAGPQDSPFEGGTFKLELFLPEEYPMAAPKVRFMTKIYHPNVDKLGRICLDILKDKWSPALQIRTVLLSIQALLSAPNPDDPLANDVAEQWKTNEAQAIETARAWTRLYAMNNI
EBI2 block – antagonists of human EBI2 receptor; P32249; EBI2 beta-arrestin recruitment, luminescence, 7a,25-OHC stimulated; inhibition, % at 5 µM; hit rate 0.81% among 360,000; in the data active = inhibition above about 38%;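 also: enzyme fragment complementation signal reports receptor beta-arrestin coupling in cells; 0% = agonist plus DMSO wells and 100% = wells without agonist; some results beyond the cut were filed as inactive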
Target sequence (P32249 whole entry, looked up, the tested form may be a part): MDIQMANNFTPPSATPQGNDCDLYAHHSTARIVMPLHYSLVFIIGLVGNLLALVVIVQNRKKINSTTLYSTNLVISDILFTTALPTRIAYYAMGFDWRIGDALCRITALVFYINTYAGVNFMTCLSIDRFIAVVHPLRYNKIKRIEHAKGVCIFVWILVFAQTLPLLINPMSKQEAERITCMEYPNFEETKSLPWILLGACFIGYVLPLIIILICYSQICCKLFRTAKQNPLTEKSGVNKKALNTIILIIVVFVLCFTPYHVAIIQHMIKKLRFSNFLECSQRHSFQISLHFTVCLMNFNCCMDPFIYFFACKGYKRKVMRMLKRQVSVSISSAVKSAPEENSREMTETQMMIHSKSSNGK
ATG4B inhibitor – blocks human ATG4B protease cleavage of LC3 substrate; Q9Y4P1; ATG4B cleavage of LC3-PLA2, NBD-HPC fluorescence, 1 h; inhibition, % at 8.33 µM; hit rate 0.51% among 340,000; AID 504462; in the data active = inhibition above about 40%
APJ antag – blocks the human apelin receptor APJ; CHO-K1 APJ beta-arrestin complementation, luminescence; hit rate 0.32% among 330,000; inhibition, % at 20 µM; P35414;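 active = inhibition above about 40% at 20 µM, limit read from the data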;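 also: cells challenged with 10 nM apelin-13 agonist together with compound; plate controls were apelin-13 plus DMSO wells for no effect and DMSO wells lacking apelin-13 for full effect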
CXCR6 inh – inhibitors of human CXCR6 receptor. inhibition, % at 20 µM. CHO-K1 PathHunter CXCR6 beta-arrestin, luminescence. AID 602244. O00574. hit rate 0.36% among 360,000; in the data active = inhibition above about 34%, passing the limit was not always enough;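 also: antagonist mode with CXCL16 agonist at 10 nM final; 0% = 10 nM CXCL16 with DMSO and 100% = unstimulated wells without agonist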
APJ ag – activates the human apelin receptor APJ. CHO-K1 APJ PathHunter beta-arrestin, luminescence; 0% DMSO wells, 100% apelin. activation, % at 20 µM. hit rate 0.11% among 330,000;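 active = activation more than six SD over the plate average, tested at 20 µM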;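 also: 0% = DMSO alone and 100% = apelin-13 at 10 nM; some results filed as inactive read as strong as hits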
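Test system: CHO-K1 APJ beta-arrestin complementation cell line. Amount: cell density 1000 per well. Controls: DMSO negative, 10 nM Apelin-13 positive. Signal: luminescent beta-gal fragment complementation, chemiluminescent substrate. Read-out basis: agonist-driven arrestin binding to APJ. Timing: compound stimulation 90 min at 25 °C, detection 60 min.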
CCR6 antagonist – blocks CCL20-driven beta-arrestin recruitment at human CCR6. CHO-K1 CCR6 PathHunter beta-arrestin, luminescence, CCL20-stimulated. inhibition, % at 20 µM. hit rate 0.49% among 340,000. AID 493098;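 active = compounds whose inhibition of the agonist-driven luminescence signal at 20 µM reaches about 50%, limit read from the data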;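 also: cells stimulated with CCL20 at 14 nM final; plate controls were DMSO with CCL20 for no effect and DMSO without agonist for full effect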
Target sequence (P51684 whole entry, looked up): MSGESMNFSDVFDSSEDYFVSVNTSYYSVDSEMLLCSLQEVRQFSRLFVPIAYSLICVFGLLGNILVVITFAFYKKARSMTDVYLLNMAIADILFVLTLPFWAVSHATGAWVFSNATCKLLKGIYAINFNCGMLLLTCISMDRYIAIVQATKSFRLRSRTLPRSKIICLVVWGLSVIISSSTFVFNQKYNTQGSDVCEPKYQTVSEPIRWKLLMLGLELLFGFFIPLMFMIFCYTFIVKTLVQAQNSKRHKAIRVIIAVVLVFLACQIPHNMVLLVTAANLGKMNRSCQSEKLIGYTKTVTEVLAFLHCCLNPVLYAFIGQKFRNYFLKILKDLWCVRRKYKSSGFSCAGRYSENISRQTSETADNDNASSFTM
The depositor's hits bear a star; · = no result given.

SMILES	Gli-Sufu block	UBC13 inh	EBI2 block	ATG4B inhibitor	APJ antag	CXCR6 inh	APJ ag	CCR6 antagonist
CCOC(=O)Cc1csc(NC(=O)CSc2nnnn2-c2ccc(C)c(C)c2)n1	-3	-16	-3	-8	-4	-5	3	3
CN(C)c1c(F)cc(C(=O)NCc2ccccc2)cc1F	-4	13	-9	-5	-1	-6	1	9
O=C(Nc1cnc2ccccn2c1=O)c1ccc(Cl)cc1	-29	0	-9	10	13	-5	0	-4
O=C1C(Br)=Cc2cccc3cccc1c23	16	·	-8	-5	·	-7	·	16
CCC(C)N(C(=O)CCC(=O)Nc1cc(C)on1)C(C(=O)NC(C)(C)C)c1ccccc1Cl (configuration not stated)	-12	4	1	2	10	1	-2	2
Cc1ccc(S(=O)(=O)N(C#N)c2nc(C)cc(C)n2)cc1	1	-1	-3	3	-13	-9	10	-20
Cc1cccc(Nc2nc(-c3ccc(F)cc3)cs2)n1	-64	-1	26	-5	0	-10	0	-13
CCOc1ccc(NC(=S)NN2C(C)CCCC2C)cc1 (configuration not stated)	6	-8	1	-12	-6	0	-3	-10
CC1CCN(C(c2ccc(N(C)C)cc2)c2nnnn2C(C)(C)C)CC1 (configuration not stated)	6	0	-4	13	-5	2	-4	19
CCCCn1c(CCl)nc2cc(S(=O)(=O)N3CCOCC3)ccc21	-1	7	-14	-5	0	-7	-2	2
CCN(C(=O)COC(=O)CCOc1cc(C)ccc1C)c1c(N)n(Cc2ccccc2)c(=O)[nH]c1=O	-3	·	2	-37	·	-2	·	0
COc1ccc(C2CC(c3cccc(Cl)c3)n3nc(N)nc3N2)cc1 (configuration not stated)	-2	8	2	2	-41	-5	-5	17
O=C(Nc1nc2ccccc2s1)C1CC(=O)N(c2ccccc2)C1 (configuration not stated)	7	10	-1	-11	1	16	7	7
O=C(O)C1CCN(S(=O)(=O)c2cccc3cccnc23)CC1	-4	-1	0	0	4	0	-4	8
O=C(/C=C/C(=O)NCc1cccs1)NCc1cccs1	-9	3	-1	-2	3	3	-1	7
C=CCNCCCCOc1ccc(C)cc1[N+](=O)[O-]	6	2	-19	-11	8	-6	-2	10
Cc1ccc(NC(=O)CCC(=O)c2cc(C)sc2C)nc1	9	-4	7	7	4	2	4	-1
CC(=O)Nc1ccc(NC(=O)c2cccc(Oc3ccccc3)c2)cc1	4	-10	-8	3	-22	-5	3	-6
CCOc1ccccc1NC(=O)c1cccc2ccccc12	9	0	-5	8	11	-2	-2	15
COc1cccc(CC(NC(C)=O)C(=O)NC2CCN(S(=O)(=O)c3ccc4ccccc4c3)CC2)c1 (configuration not stated)	-2	8	6	-22	7	1	2	5
CCOc1c(Br)cc(/C=C2/SC(=O)N(CC(=O)N3CCCC3)C2=O)cc1OC	12	2	-8	4	-1	3	3	-11
O=S(=O)(Nc1cccnc1)c1cccs1	2	-15	3	-7	-7	-5	13	7
CC(C)Cn1c(N)c(C(=O)COC(=O)c2ccc(O)cc2)c(=O)n(C)c1=O	5	7	-1	-4	6	-2	-4	-1
CCN1C[C@@H]2[C@@H]3C(=O)N(Cc4ccccc4)C(=O)[C@@H]3[C@](Cc3ccccc3)(C1=O)N2C(=O)c1ccc(C)cc1	-5	·	-4	-16	·	1	·	-1
C=CCN(c1ccccc1OC)S(=O)(=O)c1cccc(C(=O)OC2CCOC2=O)c1 (configuration not stated)	12	-10	10	-6	-2	-3	-2	20

Further records.
SMILES	Gli-Sufu block	UBC13 inh	EBI2 block	ATG4B inhibitor	APJ antag	CXCR6 inh	APJ ag	CCR6 antagonist
CCn1nc(NS(=O)(=O)c2ccccc2)c2cc3cc(C)ccc3nc21	0	-12	3	0	28	11	-1	13
CCCOc1cccc(C(=O)Nc2cccnc2)c1	1	-2	1	7	3	0	3	10
CCCN1CNC(=S)N(CCc2ccccc2)C1	4	11	1	5	6	8	-4	16
CC(C)OC(=O)c1c(NS(=O)(=O)c2ccccc2)sc2c1CCCC2	1	-7	3	13	13	7	-5	4
CCCCN(C)C(=O)c1nc2ccccn2c1CN1CCN(c2ncccn2)CC1	1	-3	-1	25	2	-10	-6	21
COC(=O)c1cc(C(=O)N2CCN(c3cccc(C)c3C)CC2)cc([N+](=O)[O-])c1	23	-9	-5	0	-3	0	-2	-5
COc1ccc(OC)c(S(=O)(=O)Nc2cc(OC)c(Cl)cc2OC)c1	30	7	-1	5	11	1	-2	7
CCCN1CCN(CCCNC(=O)c2cc3c(s2)-c2ccccc2OC3)CC1	17	31	15	-6	12	4	-3	19
O=Cc1cc(N=Nc2ccc(S(=O)(=O)O)cc2)ccc1O	-4	-40	2	-2	21	10	-4	21
CCCCNC(=O)CC1N=C2c3ccccc3N=C(SCC(=O)Nc3ccc(OC)cc3)N2C1=O (configuration not stated)	4	6	-10	3	-8	-6	-2	-10
CCn1c(=O)c2sccc2n(Cc2cc(C(=O)OC)ccc2OC)c1=O	6	22	-1	-4	-9	3	-1	20
O=C1CSC(c2ccc([N+](=O)[O-])cc2)N1c1ccccc1F (configuration not stated)	-1	6	-8	-6	1	4	0	5
Cc1c(NC(=O)CSCc2ccc(Cl)cc2Cl)cccc1C(=O)O	17	-12	-16	-4	7	-7	3	0
CC(=O)c1ccc(OCCN2CCOCC2)cc1	-8	-16	-10	4	-12	-5	0	-5
CCOc1ncccc1C(=O)OCC(=O)Nc1ccc(C)c(S(=O)(=O)N(C)C)c1	2	-16	-2	-5	9	-9	-1	16
CC(C)=CCN1CCN(Cc2ccc(C#CC(C)(C)O)cc2)CC1CCO (configuration not stated)	27	-1	-14	-1	-18	-2	-1	-2
CCCNC(=O)c1cc(C)no1	3	-2	0	-6	-1	19	-5	-15
CCn1cc(SCC(=O)Nc2cc(C)on2)c2ccccc21	1	0	-12	-1	10	-1	1	12
O=C1CCCCCCCN1Cc1ccccc1	-2	-6	-2	-6	8	1	-1	9
CCCc1ccc2oc(C(=O)N(C)Cc3nccs3)c(C)c2c1	-41	-2	8	-2	-3	-9	4	9
COc1ccc(/C(N)=N/OC(=O)CCc2ccccc2)cc1	-6	4	-12	0	10	-1	-2	7
CCc1cc(C=C(Cl)Cl)oc(=O)c1C	8	-3	7	-6	-12	1	0	-2
O=C(NCc1ccccc1)c1ccccc1	2	·	-6	0	·	-5	·	13
CCN(CC(=O)NCc1ccc(F)cc1)C(=O)Cc1ccc(OC)cc1	10	-8	3	-4	-5	-2	-2	-5
COc1cc(OC)c(C(=O)OCC(=O)c2cc(C)n(CC3CCCO3)c2C)cc1OC (configuration not stated)	-6	17	6	-10	2	2	4	0

More structures
SMILES	Gli-Sufu block	UBC13 inh	EBI2 block	ATG4B inhibitor	APJ antag	CXCR6 inh	APJ ag	CCR6 antagonist
Cc1ccc(NC(=O)c2ccc(Cl)cc2Cl)cc1O	-21	2	13	4	-22	0	-1	15
Cc1ccccc1C(=O)Nc1ccnn1C1CCN(C(C)Cc2ccccc2F)CC1 (configuration not stated)	27	0	2	6	7	2	-1	12
CC(C)C[C@@H](COc1ccccc1)N1CCN(CC(C)C)CCC1=O	8	1	-1	-4	-3	6	-5	13
CCOc1ccc(S(=O)(=O)Nc2cc(SCC(=O)O)c(O)c3ccccc23)cc1	15	·	-9	-21	·	3	·	10
CCCc1ncc(C[n+]2ccccc2C)c(N)n1	-4	-1	-5	1	-17	0	1	-8
Cc1cn(C2CC(OC(=O)C(C)C)C(CO)O2)c(=O)[nH]c1=O (configuration not stated)	-8	10	-11	0	3	-1	-4	0
C#CCOCCOCCOCCNc1nc(N2CCN(C(=O)[C@H](CCC(=O)O)n3cc([C@@H](N)CCCCN)nn3)CC2)nc(N2CCN(C(=O)[C@H](CCCCN)n3cc([C@@H](N)CC(N)=O)nn3)CC2)n1	3	42	5	4	8	0	-1	-11
CCOC(=O)c1ccc(NCc2ccncc2)cc1	0	-11	10	0	-4	2	0	8
CCCNc1c(NS(=O)(=O)c2c(F)c(F)c(F)c(F)c2F)c(=O)oc2ccccc12	-11	-17	-7	-7	-17	1	-1	3
COc1ccc(N2CCN(C(=O)CCNS(=O)(=O)c3cc(Br)cnc3N)CC2)cc1	9	-8	2	-12	-21	-2	3	2
C[C@H](CO)NC(=O)[C@@H]1C[C@H]1[C@@H](NP(=O)(c1ccccc1)c1ccccc1)c1ccccc1	16	-7	-22	-6	7	-5	-1	6
O=C(/C=C/c1ccco1)N(Cc1cccc(Cl)c1)C1CCS(=O)(=O)C1 (configuration not stated)	2	-6	-9	-11	6	16	1	8
COc1ccc(C(=O)CSc2nnc(-c3ccco3)n2CC2CCCO2)cc1 (configuration not stated)	-3	-7	-3	-10	0	-6	-4	2
Clc1ccc(CN2CCN(c3ccccc3)CC2)cn1	0	-8	-7	-1	11	0	-2	9
CN(Cc1nc2c(s1)CCCC2)C(=O)CCc1nnc(-c2ccc3c(c2)OCO3)o1	-3	-16	-1	13	10	5	0	7
CCn1c(SCC(=O)NCc2ccco2)nnc1C1CCCC1	0	-6	-8	-1	2	5	1	1
CC(=O)OCC1OC(n2c(-c3ccc(Cl)cc3)ccc(C#N)c2=S)C(OC(C)=O)C(OC(C)=O)C1OC(C)=O (configuration not stated)	-32	·	2	-6	·	0	·	7
c1ccc(C2(c3ccccc3)OCC(Cn3cncn3)O2)cc1 (configuration not stated)	-1	-4	-7	9	19	-3	-5	0
C=CCN=C1CC(C)(C)C(C(=O)OC)C(O)=C1C(=O)CCC (configuration not stated)	2	2	-3	2	-24	2	-4	0
COc1cccc(-c2sc3ccc(OC)cc3c2C#CC(C)(C)O)c1	3	16	-14	7	-13	2	0	11
Cc1cc(NC(=O)c2sc(Nc3cccc(C(F)(F)F)c3)nc2N)no1	6	4	-1	-22	0	-10	2	-12
CCCNc1nc2c(c(=O)[nH]c(=O)n2C)n1Cc1cccc(Br)c1	11	11	13	5	10	-5	1	8
Cc1cc(Cl)ccc1NC(=O)COC(=O)c1c(C)noc1C	-3	7	2	3	-5	-4	-5	-4
O=C(CNC(=O)C1CCCCC1)NCCCO	8	-3	0	2	20	10	-4	-10
Cc1ccc2nc(C(O)C(O)c3nc4ccc(C)cc4[nH]3)[nH]c2c1 (configuration not stated)	-23	-11	5	-7	5	-1	1	-8

Entries of single compounds as entered above.
`CCCN1CCN(CCCNC(=O)c2cc3c(s2)-c2ccccc2OC3)CC1` is listed as Gli-Sufu block = 17; UBC13 inh = 31; EBI2 block = 15; ATG4B inhibitor = -6; APJ antag = 12; CXCR6 inh = 4; APJ ag = -3; CCR6 antagonist = 19
`CCCCNC(=O)CC1N=C2c3ccccc3N=C(SCC(=O)Nc3ccc(OC)cc3)N2C1=O` (configuration not stated) is listed as Gli-Sufu block = 4; UBC13 inh = 6; EBI2 block = -10; ATG4B inhibitor = 3; APJ antag = -8; CXCR6 inh = -6; APJ ag = -2; CCR6 antagonist = -10

Remaining list, next part.
SMILES	Gli-Sufu block	UBC13 inh	EBI2 block	ATG4B inhibitor	APJ antag	CXCR6 inh	APJ ag	CCR6 antagonist
O=C(Nc1cccc2ccccc12)C(=O)C1C(=O)Nc2ccccc21 (configuration not stated)	-1	-5	3	0	-4	11	-5	8
Clc1ccccc1Nc1nc2ccccc2o1	-30	4	-12	5	-12	-13	-4	-2
COc1ccc(Cc2nc(-c3ccccc3)no2)cc1	-30	11	14	-3	11	2	-5	-3
COc1cc(C(C)=O)ccc1Oc1ncnc2c1cnn2-c1cccc(Cl)c1	36	12	18	8	9	5	0	-3
COc1ccc(OC)c(CNC(=O)C2CCN(C(=O)N(C)C)CC2)c1	2	-1	-6	1	-4	-5	1	10
COC(=O)CCCC(=O)N1CCCC(C(=O)c2ccc(-c3ccccc3)cc2)C1 (configuration not stated)	0	10	0	6	13	2	-4	4

An excerpt from above in order of formula weight, lowest first:
SMILES	Gli-Sufu block	UBC13 inh	EBI2 block	ATG4B inhibitor	APJ antag	CXCR6 inh	APJ ag	CCR6 antagonist
Cc1cn(C2CC(OC(=O)C(C)C)C(CO)O2)c(=O)[nH]c1=O (configuration not stated)	-8	10	-11	0	3	-1	-4	0
CC(C)C[C@@H](COc1ccccc1)N1CCN(CC(C)C)CCC1=O	8	1	-1	-4	-3	6	-5	13
CC(C)=CCN1CCN(Cc2ccc(C#CC(C)(C)O)cc2)CC1CCO (configuration not stated)	27	-1	-14	-1	-18	-2	-1	-2
